# Compound activity: PubChem BioAssay, National Center for Advancing Translational Sciences (NCATS)
# TRPV1 agonist: HTS Assay for Compounds that Act as Agonists of the Vanilloid Receptor 1. activation, % at 8.33 µM. AID 540275, 2011. TRPV1-expressing cells, Fluo-8 calcium influx, agonist mode. 0.19% of 320,000 active; in the data active = activation above about 80%; inconclusive = between about 30% and that limit; note: 0% is about no effect
#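 Fluo-8 calcium influx in TRPV1-expressing cells, kinetic read (ex 480/em 520 nm). Compound added and read 3 min for agonist activity, followed by capsaicin at EC20 final and 2 min further read for enhancement.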
# FBPA coupling cs: qHTS Assay for Inhibitors of Fructose-1,6-bisphosphate Aldolase from Giardia Lamblia: Coupling assay counterscreen | AID 2472, 2010 | activity change, negative = inhibition, % at 58.2 µM, hits read low | 0.67% of 290,000 active | coupling enzyme system counterscreen, AmpLite Red fluorescence; in the data active = activity change below about -30%; note: % is set by controls: 0 for no effect and ±100 for the full control effect
#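 First, compound is pin-transferred into glyceraldehyde-3-phosphate coupling-enzyme reagent at 57.5 uM final and held 10 min at RT. Next, substrate, coupling system and AmpLite Red are added. After 20 min RT, fluorescence (525/598 nm) is read.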
# KCNH2 3.1 inh: qHTS for Inhibitors of KCHN2 3.1: Mutant qHTS. Potassium voltage-gated channel subfamily H member 2, brain isoform KCNH2 3.1 (human). U2OS KCNH2 3.1, thallium flux FluxOr; stronger effect = lower value. activity change, % (tested at about 1.8 µM). 0.95% of 340,000 active. AID 720553, 2013;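 active = maximum activity change below -70%; inconclusive = maximum activity change from -70% to -50%; inactive = maximum activity change above -50%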;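 note: thallium influx rate constant from kinetic fluorescence after stimulation buffer; % is set by controls: 0 for no effect and ±100 for the full control effect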
#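 Measured as rate of thallium-driven FluxOr signal in transduced U2OS cells carrying the 3.1 channel, read kinetically for 2 min upon stimulation; values are rate constants scaled to DMSO control wells.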
# AT treatment: qHTS Assay for Identifying a Potential Treatment of Ataxia-Telangiectasia | […] A-T fibroblasts, KAP-1 phosphorylation AlphaLISA; neocarzinostatin DNA damage 30 min before lysis | Potency, µM (series often up to 57.5 µM), inactives show at the top dose activation, usual class: activators | 0.19% of 320,000 active; note: potency is the fitted concentration of half-maximal effect; % of control where 0% means no effect; nearly all actives have a fitted effect of over 45% in size
#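 ATM-like activity read as KAP-1 phosphorylation via AlphaLISA donor/acceptor antibody pairs after lysis and 6 hr at 25C. Cells were ATM-null patient fibroblasts ([…], hTERT), dosed 60 min, then exposed to the DSB inducer NCS for 30 min.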
# a7 integrin act: qHTS for Activators of Integrin-Mediated Alleviation for Muscular Dystrophy; alpha7betagal myoblasts, beta-gal FDG fluorescence, 48 h; Potency, µM (titrated, usually from 38.3 µM), for the others: top-dose activation, most hits filed as activators; 0.064% of 350,000 active;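 note: potency is the fitted concentration of half-maximal effect; 100% = response of the positive control SU9516; nearly all actives have a fitted effect of over 60% in size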
#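 alpha7betagal+/- myoblasts (passage 13, 250/well) treated 48 h at 37C with compounds at 1:260 dilution of DMSO stock. Lysed, then beta-galactosidase activity read as FDG fluorescence (ex 480/em 540) after 30 min, with pre-read for autofluorescence.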
# KCNH2 WT inh: qHTS for Inhibitors of KCHN2 3.1: Wildtype qHTS; Voltage-gated inwardly rectifying potassium channel KCNH2 (Homo sapiens), Q12809; U2OS, BacMam KCNH2, thallium flux FluxOr; stronger effect = lower value; activity change, % at 1.84 µM; 0.37% of 340,000 active;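 active = maximum activity change below -70%; inconclusive = maximum activity change between -70% and -50%; inactive = maximum activity change above -50%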; note: % is set by controls: 0 for no effect and ±100 for the full control effect
#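 U2OS cells transduced with wild-type KCNH2 virus are loaded with FluxOr dye for 45 min, and thallium flux is measured in kinetic reads before and after stimulation buffer. Rate constants are normalized to DMSO controls.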
# GALK inhibitor: qHTS Assay for Inhibitors of Human Galactokinase (GALK); AID 1868, 2009; 0.007% of 270,000 active; Purified GALK, Kinase-Glo residual ATP luminescence; Potency, µM (highest dose often 57.5 µM), without a hit: top-dose activity change, negative = inhibition, usual class: inhibitors; note: potency is the fitted concentration of half-maximal effect; % is set by controls: 0 for no effect and ±100 for the full control effect
# Target sequence (P51570 whole entry, looked up): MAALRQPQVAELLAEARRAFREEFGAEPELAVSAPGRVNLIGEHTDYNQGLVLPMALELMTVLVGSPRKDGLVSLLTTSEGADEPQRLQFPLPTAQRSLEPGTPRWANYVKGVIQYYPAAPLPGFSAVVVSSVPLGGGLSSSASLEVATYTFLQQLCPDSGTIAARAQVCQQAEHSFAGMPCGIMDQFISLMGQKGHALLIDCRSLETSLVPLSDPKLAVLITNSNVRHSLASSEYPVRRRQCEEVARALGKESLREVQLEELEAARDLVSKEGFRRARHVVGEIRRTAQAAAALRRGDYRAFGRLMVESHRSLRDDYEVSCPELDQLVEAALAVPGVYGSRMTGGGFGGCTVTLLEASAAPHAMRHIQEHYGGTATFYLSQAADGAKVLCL
#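 Luminescence from leftover ATP (Ultra-Glo luciferase/luciferin) served as read-out after a 1 h room-temperature reaction of 5 nM GALK with 35 uM ATP and 100 uM galactose.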
# MBNL1-CUG inh: qHTS Assay for Inhibitors of MBNL1-poly(CUG) RNA binding; TR-FRET MBNL1-His/biotin-(CUG)12 binding, 665/545 ratio; Potency, µM (doses to about 57.5 µM), for inactives: top-dose activity change, negative = inhibition, usual class: inhibitors; 0.036% of 280,000 active; active = well fitted inhibition curve with a large enough effect in the signal ratio, with a control signal flat, not every such curve was filed as active; inconclusive = small, poorly fitted or top-dose-only effect, or effect the other way, or a change in a side signal; inactive = no such curve, though single readings can be large or run the other way; the % refers to the signal ratio; note: potency is the fitted concentration of half-maximal effect; % is set by controls: 0 for no effect and ±100 for the full control effect
#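 Compound titration spanned 92 nM–58 uM against the MBNL1-His/biotin-(CUG)12 complex. After 60 min at room temperature with 5 nM streptavidin-XL665 and 0.055 ng/ul terbium anti-His, ratiometric 665/545 nm emission (Ex 340 nm) normalized to controls.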
# MLL CXXC-DNA inh: qHTS Fluorescence Polarization Assay for Inhibitors of MLL CXXC domain - DNA interaction | Histone-lysine N-methyltransferase 2A (Homo sapiens), Q03164 | MLL-CXXC / FITC-HOXA9 DNA fluorescence polarization | Potency, µM (titrated, usually from 115 µM), inactives show at the top dose activity change, negative = inhibition, usual class: inhibitors | 0.037% of 290,000 active; active = well fitted inhibition curve with a large enough effect in the polarisation, with a control signal flat, not every such curve was filed as active; inconclusive = small, poorly fitted or top-dose-only effect, or effect the other way, or a change in a side signal; inactive = no such curve, though single readings can be large or run the other way; the % refers to the polarisation; note: potency is the fitted concentration of half-maximal effect
#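 Steps: dispense CXXC domain solution (7 uM) → pin compounds or unlabeled HOX-A9 DNA control → 5 min ambient → add FLSN-HOX-A9 solution (50 nM) → spin → 30 min ambient → fluorescence polarization. Tris pH 7.5/NaCl/DTT/BSA buffer.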
# ASM inhibitor: Inhibitors of Secretory Acid Sphingomyelinase (S-ASM): qHTS; Sphingomyelin phosphodiesterase (Homo sapiens), P17405; placental ASM, HMU-PC fluorogenic substrate, 60 min; Potency, µM (doses to about 57.5 µM), for inactives: top-dose activity change, negative = inhibition, usual class: inhibitors; 0.006% of 340,000 active; AID 504937, 2011; note: potency is the fitted concentration of half-maximal effect
# Target sequence (P17405 47-631 limits assumed): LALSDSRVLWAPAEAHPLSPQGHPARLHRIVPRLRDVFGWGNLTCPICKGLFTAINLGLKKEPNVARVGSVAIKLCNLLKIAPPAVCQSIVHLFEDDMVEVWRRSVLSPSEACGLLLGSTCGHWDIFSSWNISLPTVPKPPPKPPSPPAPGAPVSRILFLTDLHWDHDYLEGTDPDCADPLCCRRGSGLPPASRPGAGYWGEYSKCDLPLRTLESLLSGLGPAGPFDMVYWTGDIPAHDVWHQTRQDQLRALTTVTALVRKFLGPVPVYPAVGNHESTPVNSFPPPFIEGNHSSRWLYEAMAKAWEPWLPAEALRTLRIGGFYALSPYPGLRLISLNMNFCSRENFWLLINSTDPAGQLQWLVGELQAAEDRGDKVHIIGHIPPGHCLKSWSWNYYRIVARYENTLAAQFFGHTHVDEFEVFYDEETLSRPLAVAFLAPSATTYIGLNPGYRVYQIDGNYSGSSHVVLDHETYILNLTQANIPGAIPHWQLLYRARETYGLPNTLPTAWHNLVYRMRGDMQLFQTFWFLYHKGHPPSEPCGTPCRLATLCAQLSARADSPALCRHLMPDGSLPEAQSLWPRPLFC
#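 Human placenta-derived ASM enzyme was preincubated with compound for 10 minutes at room temperature, then given fluorogenic substrate HMU-PC0 (9 uM final) for 60 minutes at 37 °C; a pH 10 stop preceded fluorescence reading at Ex 386/Em 447 nm.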
# * = called active by the depositor; u = inconclusive; x = not tested or not shown; [ ] = another dose, or the depositor's remark. Unless noted, calls come from the whole dose curve; as a rule, active = well fitted curve in the direction sought with a large enough effect; inconclusive = small, poorly fitted or top-dose-only effect, or another doubt; inactive = no such curve, though single readings can be large; an effect the other way counts as inactive or inconclusive.
SMILES,TRPV1 agonist,FBPA coupling cs,KCNH2 3.1 inh,AT treatment,a7 integrin act,KCNH2 WT inh,GALK inhibitor,MBNL1-CUG inh,MLL CXXC-DNA inh,ASM inhibitor
O=C(CSc1nc(C2CCCCC2)nc2ccccc12)NCc1ccco1,-1.8,3.3,u,5.3%,3.9%,-11.8,1.9%,14.5%,7.8%,-4.9%
CCOc1ccc(NC(=O)CN(C)C(=O)c2c(C)nn(-c3ccccc3)c2Cl)cc1OCC,-0.2,x,0.3,3.5%,-29.6%,-3.5,x,x,x,-1.0%
CC1(C)CC(CC(=O)NNc2nc(-c3ccccc3)cs2)C(=O)O1 (stereo not given),0.8,-1.0,7.6,6.2%,-17.6%,-1.0,0.8%,16.7%,4.0%,2.9%
C[C@@H]1[C@H]2[C@@H](O[C@@H]3O[C@H](CO)[C@@H](O)[C@H](O)[C@H]3O)OC=C(C(=O)O)[C@H]2C[C@@H]1O,1.2,x,0.3,16.8%,-52.7%[inhibitor],32.9,x,x,x,2.8%
O=C(COC(=O)C12CC3CC(CC(Br)(C3)C1)C2)Nc1cccnc1Cl,u,-0.5,2.8,-5.0%,19.3%,5.5,7.1%,-5.3%,3.1%,-2.6%
O=C(CSc1nnc(CNC(=O)c2ccco2)o1)c1ccc(Cl)cc1,2.9,0.5,5.0,-6.8%,20.5%,3.6,1.6%,0.0%,-5.5%,0.7%
CCN1CCCC1CN=Cc1c(O)n(-c2ccccc2)c(=O)c2ccccc12 (stereo not given),-9.0,-2.6,18.7,-0.3%,-12.8%,-0.5,0.0%,16.5%,7.4%,59.2%[activator]
CCOc1ccc(N2CCc3c(C)nc(SC)nc32)cc1,4.2,-2.1,-3.8,3.6%,5.5%,-10.2,-0.4%,0.5%,-3.5%,-0.8%
CCCCn1c(N)c(N(CC(C)C)C(=O)C2=COCCO2)c(=O)[nH]c1=O,3.4,x,-1.0,3.8%,-14.8%,-3.7,x,x,x,4.4%
COc1cc2c(C(=O)N3CCN(Cc4ccc5c(c4)OCO5)CC3)cn(C)c(=O)c2cc1OC,x,5.6,-4.2,-10.7%,-9.1%,-13.4,0.9%,-12.6%,10.9%,-2.0%
OCCC1CN(Cc2ccc3nsnc3c2)CCN1C1CCCCC1 (stereo not given),1.0,2.1,1.0,6.9%,-16.2%,9.2,-2.1%,u,-9.7%,1.2%
O=C(Nc1ccc2cn[nH]c2c1)c1ccc(S(=O)(=O)N2CCOCC2)cc1,u,0.8,25.6,-3.7%,5.5%,-4.4,-2.3%,8.9%,6.3%,3.3%
Cc1ccc(S(=O)(=O)NCC(=O)OCC(=O)N(Cc2ccccc2)C(C)(C)C)cc1,9.7,3.5,-7.3,0.7%,11.3%,1.8,1.1%,-3.1%,-22.6%,-2.0%
O=C(Nc1ccc(S(=O)(=O)N2CCOCC2)cc1)C1CC1,0.2,-1.4,-2.5,3.5%,-2.9%,-4.4,1.2%,7.7%,-8.2%,1.0%
O=C(O)c1ccc(/C=N/Nc2ncc(C(F)(F)F)cc2Cl)cc1,x,-0.9,-5.9,-4.2%,u,-8.0,-0.4%,x,16.6%,3.0%
COc1ccc(Cl)cc1N1C(=O)CC(N2CCc3ccccc32)C1=O (stereo not given),5.9,0.4,-16.5,3.3%,-5.0%,-6.6,2.2%,-11.6%,-4.1%,-0.5%
O=C(CSc1nnc(-c2ccco2)o1)Nc1c(F)cccc1F,-5.1,x,-0.9,-0.4%,-16.7%,1.7,x,x,x,-0.5%
Cc1cc(N)ccc1NC(=O)CN1CCCC1,1.8,-1.9,2.9,-0.8%,0.2%,1.2,-0.4%,4.2%,8.3%,1.5%
CCN(CC)CCn1c(=S)[nH]c2cc(C(=O)N3CC(C)CC(C)C3)ccc2c1=O (stereo not given),-0.4,x,-22.4,14.4%,27.1%,11.2,5.3%,-0.1%,0.4%,3.7%
CC(Sc1ccccc1)C(=O)Nc1ccc(N2CCOCC2)cc1 (stereo not given),0.5,1.3,0.0,4.2%,-7.4%,-8.9,0.9%,-9.1%,-6.0%,-1.9%
C=CCN1C2CCCC1CC(NC(=O)Nc1cc(C)cc(C)c1)C2 (stereo not given),0.6,1.0,-2.0,-3.6%,0.0%,14.7,1.7%,-13.8%,-6.3%,2.6%
Cc1cc(C)c(C(=O)N2CCCC(N3CCN(c4cccc(C(F)(F)F)c4)CC3)C2)o1 (stereo not given),12.6,0.6,8.0,1.7%,-35.6%,8.4,-11.1%,4.3%,8.1%,-0.8%
c1ccc(N2CCN(c3cnccn3)CC2)nc1,-0.7,0.6,21.3,3.7%,5.0%,-8.1,3.7%,-2.7%,-2.9%,6.5%
CCOC(=O)N1CCN(Cc2cc(Cl)c3cccnc3c2O)CC1,-1.4,-28.7,23.5,27.5%,-54.0%[inhibitor],-4.1,7.3%,u,-21.3%,-1.4%
CC(C)(C)c1ccc(OCC(=O)NCc2ccco2)c(Br)c1,u,0.3,-9.6,15.6%,-34.5%,0.7,-3.5%,-1.4%,8.3%,-0.7%
# Further results follow.
SMILES,TRPV1 agonist,FBPA coupling cs,KCNH2 3.1 inh,AT treatment,a7 integrin act,KCNH2 WT inh,GALK inhibitor,MBNL1-CUG inh,MLL CXXC-DNA inh,ASM inhibitor
CCn1cc(C(=O)NCCN(CC(C)C)CC(C)C)c(=O)c2cc(S(=O)(=O)N3CCOCC3)ccc21,u,-0.2,2.9,-4.0%,8.8%,-21.2,13.4%,2.2%,-4.0%,-0.3%
O=c1[nH]n(CC2COC3(CCCCC3)O2)c(=O)c2ccccc12 (stereo not given),1.2,3.0,21.3,x,-14.8%,-16.3,2.2%,-22.2%,3.6%,-2.5%
N#Cc1ccccc1OCCN1C(=O)c2ccccc2C1=O,-1.7,1.9,7.8,-6.5%,4.2%,-3.3,-2.0%,u,-0.6%,-1.3%
O=C(Nc1cc(Cl)ccc1-n1cncn1)c1ccc([N+](=O)[O-])s1,-8.7,x,-3.3,u,-58.4%[inhibitor],4.3,-3.9%,u,0.0%,x
Cc1cc(=O)oc2cc(OC(C)C(=O)Nc3ccc(N4CCCCC4)cc3)ccc12 (stereo not given),-0.2,x,-7.1,3.0%,5.8%,2.8,4.2%,-0.5%,-5.9%,-1.7%
CC(C)(C)C(=O)N(Cc1nc2ccccc2c(=O)[nH]1)Cc1cccs1,6.0,3.2,9.8,0.3%,3.9%,4.5,-0.5%,-6.9%,-8.0%,-1.4%
O=c1cc(CSc2ccccc2)nc(-c2ccncc2)[nH]1,-6.4,3.3,7.1,-3.0%,-7.2%,-1.5,-0.9%,0.8%,5.0%,1.5%
NNC(=O)Cn1c(-c2nonc2N)nc2ccccc21,-1.6,0.9,0.4,-7.8%,3.2%,7.7,-1.0%,-1.8%,1.8%,2.2%
CCOC(=O)[C@H]1[C@H]2COc3ccc(Br)cc3[C@@H]2N2C(=O)c3cc(OC)c(OC)cc3NC(=O)[C@@]12C,-1.1,x,-4.8,0.2%,-1.4%,-4.1,x,x,x,1.0%
CCOC(=O)c1[nH]c(C)c(/C(O)=C2\C(=O)C(=O)N(CCCN(C)C)C2c2cccnc2)c1C (stereo not given),-0.1,3.5,17.2,-0.4%,15.3%,5.6,7.4%,-2.5%,-2.6%,0.6%
CC(Sc1ccccc1)C(=O)NCCc1ccccc1 (stereo not given),20.3,3.7,10.9,7.0%,-34.6%,9.2,-1.1%,-3.2%,-3.5%,0.7%
CC1CCN(C(=O)/C(=C/c2ccccc2Cl)c2ccccc2)CC1,u,-0.6,-5.5,5.8%,-18.4%,7.9,1.8%,6.0%,3.4%,-3.1%
COC(=O)c1sc(S(=O)(=O)N2CCCCC2)c(C(=O)OC)c1C,10.1,1.5,-186.9*,5.0%,-20.0%[7.66 µM],-0.7,-1.5%,4.6%,1.7%,-3.6%

# 3 entries already listed, arranged by the value under MLL CXXC-DNA inh, falling.
smiles | TRPV1 agonist | a7 integrin act | GALK inhibitor | MLL CXXC-DNA inh | ASM inhibitor
Cc1cc(N)ccc1NC(=O)CN1CCCC1 | 1.8 | 0.2% | -0.4% | 8.3% | 1.5%
O=C(Nc1ccc2cn[nH]c2c1)c1ccc(S(=O)(=O)N2CCOCC2)cc1 | u | 5.5% | -2.3% | 6.3% | 3.3%
CCOc1ccc(N2CCc3c(C)nc(SC)nc32)cc1 | 4.2 | 5.5% | -0.4% | -3.5% | -0.8%
